ABCB1 inh: human ABCB1 inhibition, ABCG2 as counter-screen. CCRF-Adr cells, JC-1 efflux, flow cytometry. inhibition, % at 6.6 µM. actives 0.067% (n = 190,000). AID 1326; in the data active means inhibition above about 40%;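 further: 0% = vehicle and 100% = reference inhibitor; higher value means more JC-1 retained so stronger ABCB1 efflux block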
Target sequence (P08183 whole entry, looked up): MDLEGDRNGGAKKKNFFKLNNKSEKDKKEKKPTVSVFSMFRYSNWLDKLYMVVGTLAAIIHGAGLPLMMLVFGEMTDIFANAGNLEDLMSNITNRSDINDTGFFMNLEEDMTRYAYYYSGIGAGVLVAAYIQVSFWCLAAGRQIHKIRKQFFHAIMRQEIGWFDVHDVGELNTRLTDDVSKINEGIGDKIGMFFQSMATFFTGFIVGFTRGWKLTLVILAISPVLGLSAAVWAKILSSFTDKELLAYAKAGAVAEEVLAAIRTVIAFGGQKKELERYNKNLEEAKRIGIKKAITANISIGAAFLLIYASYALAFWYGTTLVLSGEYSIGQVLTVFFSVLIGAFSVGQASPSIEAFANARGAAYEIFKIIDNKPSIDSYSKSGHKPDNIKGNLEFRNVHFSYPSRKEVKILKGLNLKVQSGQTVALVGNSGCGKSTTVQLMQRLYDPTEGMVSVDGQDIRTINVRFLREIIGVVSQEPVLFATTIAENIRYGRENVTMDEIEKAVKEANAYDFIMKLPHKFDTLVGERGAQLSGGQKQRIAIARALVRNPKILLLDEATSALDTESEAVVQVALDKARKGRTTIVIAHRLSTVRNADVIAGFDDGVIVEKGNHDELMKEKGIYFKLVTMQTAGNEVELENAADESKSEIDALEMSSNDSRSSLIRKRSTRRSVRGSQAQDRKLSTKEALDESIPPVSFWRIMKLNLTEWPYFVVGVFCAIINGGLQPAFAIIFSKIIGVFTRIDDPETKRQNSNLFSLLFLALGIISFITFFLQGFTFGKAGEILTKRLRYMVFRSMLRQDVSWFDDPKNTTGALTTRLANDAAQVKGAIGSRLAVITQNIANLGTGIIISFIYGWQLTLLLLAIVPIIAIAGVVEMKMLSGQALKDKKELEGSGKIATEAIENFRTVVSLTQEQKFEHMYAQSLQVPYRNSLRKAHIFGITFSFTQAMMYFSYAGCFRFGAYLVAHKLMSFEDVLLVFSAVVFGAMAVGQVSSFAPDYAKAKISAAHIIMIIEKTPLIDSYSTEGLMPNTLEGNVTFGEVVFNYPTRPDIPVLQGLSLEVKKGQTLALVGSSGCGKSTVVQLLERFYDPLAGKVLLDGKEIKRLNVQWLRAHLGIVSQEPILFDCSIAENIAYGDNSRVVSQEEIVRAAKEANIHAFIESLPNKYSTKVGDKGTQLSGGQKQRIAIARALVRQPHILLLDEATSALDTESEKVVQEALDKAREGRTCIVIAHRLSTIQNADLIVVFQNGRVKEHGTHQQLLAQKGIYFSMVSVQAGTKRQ
Pf gamet viab: kills late stage P. falciparum gametocytes. P. falciparum stage V gametocytes, ATP luminescence, 24 h. inhibition, % at 10.9 µM. actives 0.065% (n = 150,000). AID 743093;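 active means inhibition above the mean plus 3 SD of compounds within the control limits, set per campaign, cut at about 38% in these data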;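 further: 0% = DMSO wells and 100% = medium only without gametocytes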
RGS8-Gao reg: modulates binding of RGS8 to human Galphao; actives 0.34% (n = 220,000); multiplexed bead flow cytometry; actives lie on both sides; P09471; response (percent of control binding), % at 10 µM; AID 1423; in the data active means response below about 60% or above about 140%; inactive means in between;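 further: Galphao activated as the GDP aluminium fluoride complex binding bead-coupled RGS8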
RGS4-Gao reg: human RGS4-Galphao interaction regulation; AID 1415; actives 0.33% (n = 220,000); Multiplexed bead flow cytometry, RGS4-Galphao binding; actives lie on both sides; binding response (% of control), % at 10 µM; P09471; in the data active means binding response below about 49% or above about 150%; inactive means in between;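 further: fluorescent Galphao activated with aluminum fluoride binding bead-coupled RGS4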
Mcl1 Noxa PPI: disrupts binding of human Mcl-1 to Noxa peptide. Q07820. actives 1.5% (n = 220,000). TR-FRET Mcl-1/Noxa peptide binding, 2 h. AID 1022. inhibition, % at 21.7 µM;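 active means compounds that cut the protein-peptide binding signal by more than 50% relative to plate controls in a single-dose test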;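 further: His-tagged Mcl-1 with rhodamine Noxa BH3 peptide and terbium anti-His antibody; 0% = Mcl-1 plus Noxa peptide wells and 100% = peptide-only wells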
Avidin bead fluor: compound fluoresces at 488/530 nm on avidin beads. compound fluorescence 488/530 nm, flow cytometry; active compounds read high. fluorescence (KMESF) at 10 µM. actives 0.38% (n = 220,000). AID 1775; in the data active means fluorescence above about 47; further: inactives centre near 10
Bim-Mcl-1: human Bim-Mcl-1 interaction inhibition. actives 0.1% (n = 190,000). inhibition, % at 10 µM. AID 1009. Bead-based flow cytometry, Bim peptide-Mcl-1 binding; in the data active means inhibition above about 40%;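 further: 0% = no compound tracer wells and 100% = peptide blocker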
GSH bead fluor: GSH bead compound fluorescence profile. fluorescence (KMESF) at 10 µM. GSH beads flow cytometry, compound fluorescence 488/530 nm; active compounds read high. actives 0.25% (n = 190,000); in the data active means fluorescence above about 89;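 further: glutathione beads carrying GST-tagged Bcl family fusion proteins plus one bare bead set; values are compound well signal with DMSO vehicle wells as background; inactives centre near 16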
RGS7-Gao: human RGS7-Galphao interaction regulation | Multiplexed bead flow cytometry, RGS7-Galphao binding; actives lie on both sides | binding response (% of control), % at 10 µM | actives 0.35% (n = 220,000) | AID 1439; in the data active means binding response below about 49% or above about 150%; inconclusive means no clear call, values can overlap the other calls; inactive means in between;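 further: fluorescent Galphao held in activated GDP-AlF4 state binding bead-coupled RGS7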
Mcl1-Bid inh: Mcl-1/Bid interaction inhibition | AID 1021 | TR-FRET Mcl-1/Bid-Dy647 peptide binding, 1536-well | actives 0.97% (n = 220,000) | inhibition, % at 21.7 µM;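 active means compounds that cut the binding signal by more than half at the single screening dose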;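 further: His-tagged Mcl-1 with europium anti-His antibody binding Bid BH3 peptide; 0% = Mcl-1 plus peptide wells and 100% = peptide-only wells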
ABCG2 inh: inhibitors of human ABCG2 transporter, ABCB1 counter-screen; Q9UNQ0; IgMXP3 cells, JC-1 efflux, flow cytometry; inhibition, % at 6.6 µM; actives 0.1% (n = 190,000);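 active means inhibition above 80%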;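 further: 0% = DMSO and 100% = nicardipine control wells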
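material = IgMXP3 (ABCG2) plus far-red-tagged CCRF-Adr (ABCB1) cells | amount = 3 million cells/mL, equal mix of both lines | also added = JC-1 transporter substrate | dosing = one concentration, 6.6 µM final | schedule = 10 min at 25 °C | measured by = flow cytometric JC-1 green MFI at 530 nm | read-out basis = percent efflux inhibition, scaled nicardipine 100% to DMSO 0%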
The depositor's hits bear a star; ? = inconclusive; . = no result given.

SMILES	ABCB1 inh	Pf gamet viab	RGS8-Gao reg	RGS4-Gao reg	Mcl1 Noxa PPI	Avidin bead fluor	Bim-Mcl-1	GSH bead fluor	RGS7-Gao	Mcl1-Bid inh	ABCG2 inh
O=C(Nc1c(F)cc(F)cc1Br)c1cc2nc(C(F)F)cc(C(F)F)n2n1	0.0	14.1	101.3	103.1	9.6	9	4.0	8	106.8	-32.7	0.2
O=C(NCCN1CCN(C(=O)c2cccs2)CC1)C(=O)Nc1ccc(Br)cc1	1.9	-2.3	102.9	102.5	3.6	18	1.0	14	98.6	-13.6	6.8
NNC(=O)CSc1c(-c2cccs2)[nH]c2ccccc12	0.2	0.6	99.3	105.2	15.9	12	-1.0	4	101.5	-19.3	0.5
Brc1ccc(CSc2nnc(Cc3c[nH]c4ccccc34)o2)cc1	-0.3	.	103.7	101.5	-8.4	11	0.0	27	99.6	-20.4	-0.6
Cc1nn(C(=O)C(C)N2C(=O)c3ccccc3C2=O)c(C)c1Br (centres undefined)	-4.6	.	94.1	95.4	2.9	2	0.0	26	97.9	1.9	-8.0
CCn1ncc(Br)c1C(=O)Nc1ccc(C(=O)OC(C)C)cc1	0.3	.	103.4	98.9	5.7	6	-3.0	42	102.3	19.6	19.1
CCCc1nnc(NC(=O)CN2C(=O)c3ccccc3C2=O)s1	0.5	17.0	102.2	95.0	21.6	16	-1.0	36	94.5	-1.6	16.9
CCc1nc2ccccc2[nH]1	0.7	7.6	101.3	102.2	33.7	13	-4.0	32	102.0	-24.0	2.6
CCCCNC(=O)Nc1nnc(C(C)(C)C)s1	.	0.5	99.1	98.2	12.1	8	.	.	?	1.6	.
Cn1nc(-c2ccccc2)cc1NS(=O)(=O)c1ccc(C#N)cc1	.	-3.7	105.4	103.4	8.0	8	.	.	?	2.9	.
COc1cccc(C2C(C(=O)OCc3ccccc3)=C(C)Nc3ncnn32)c1OC (centres undefined)	1.9	.	100.7	100.7	12.2	5	1.0	19	99.0	-5.9	3.0
CS(=O)(=O)N1CCN(C(=O)c2ccc(Br)s2)CC1	0.2	.	101.6	100.0	14.4	6	0.0	47	96.8	16.2	1.3
Cc1cccc(NC(=O)c2nc(-c3ccccc3)n(-c3ccccc3)n2)c1C	0.4	.	103.3	98.9	5.6	9	3.0	15	96.7	-4.3	5.0
CSCCC(NC(=O)c1ccco1)C(=O)OCC(=O)Nc1sccc1C#N (centres undefined)	-0.2	.	99.6	101.8	37.5	13	-11.0	32	99.9	-4.7	-0.8
Clc1cccc(-c2csc(Nc3cccnc3)n2)c1	.	-11.0	100.5	91.0	10.8	6	.	.	?	-14.3	.
COC(=O)c1cc(S(=O)(=O)N2CCC(C(N)=O)CC2)oc1C	.	2.5	101.1	111.6	20.2	8	.	.	?	-14.4	.
OC1(c2cccs2)CN(c2ccc(Cl)cc2)C2=[N+]1CCCS2 (centres undefined)	-0.1	-0.3	102.6	66.5	7.1	18	-28.0	9	73.8	2.0	-0.4
CC(Oc1ccccc1)C(=O)N1CCN=C1SCc1ccc(F)cc1 (centres undefined)	.	-2.2	101.7	106.2	2.8	7	.	.	?	6.4	.
Cc1onc(-c2c(F)cccc2Cl)c1C(=O)NC(=S)NC1CCSC1=O (centres undefined)	-0.1	.	104.2	104.2	-1.0	6	-1.0	6	102.2	-31.1	-3.7
Cc1nn(-c2ccccc2)c2c1C(c1ccccc1)C(C#N)=C(N)O2 (centres undefined)	0.7	13.7	106.6	101.4	22.6	8	5.0	23	99.5	-2.4	8.2
O=C(Cc1n[nH]c(=O)[nH]c1=O)N/N=C/CCc1ccccc1	.	8.2	99.8	99.1	-2.2	10	.	.	?	-19.9	.
COc1ccc(/C=C/C(=O)N2CCC(c3ccccc3)C2)cc1 (centres undefined)	0.4	7.1	96.4	100.7	23.3	10	1.0	21	100.2	-23.7	5.3
Cc1noc(NS(=O)(=O)c2ccc(N3CC(O)=C(c4ccccc4)C3=N)cc2)c1C	0.3	.	100.5	100.3	18.1	39	-3.0	17	101.5	15.9	0.7
O=C(Cc1ccc(Br)cc1)Nc1ccccc1Cl	0.2	12.2	103.7	101.5	20.5	7	-2.0	9	102.1	-7.7	3.1
COC(=O)c1cnc2ccccc2n1	4.0	.	94.7	98.2	9.0	4	4.0	16	99.8	38.1	7.3
CCCCn1cnc2c([nH]c3ccccc32)c1=O	0.6	.	94.3	97.9	-10.5	17	-2.0	10	96.9	-44.8	3.6
COc1ccc(S(=O)(=O)n2nc(OC(=O)c3cccs3)cc2NC(=O)c2cccs2)cc1	4.0	0.9	100.3	105.6	-11.6	8	0.0	18	103.5	-0.4	3.1
O=C(c1cccs1)n1nc(-c2ccccc2)nc1NCc1ccco1	-0.5	.	99.6	100.1	-1.3	9	-5.0	23	100.8	9.2	-1.8
CC(/C=N/N1CCN(c2ccccc2)CC1)=C\c1ccco1	0.1	.	96.7	97.4	2.9	30	-1.0	7	93.9	-78.3	1.1
CCC(C(=O)OCCOCCN(CC)CC)c1ccccc1 (centres undefined)	.	8.7	99.2	99.6	19.0	7	.	.	?	-24.8	.

Some values from the list:
`CC(/C=N/N1CCN(c2ccccc2)CC1)=C\c1ccco1` in Mcl1-Bid inh = -78.3
`Cc1noc(NS(=O)(=O)c2ccc(N3CC(O)=C(c4ccccc4)C3=N)cc2)c1C` in Mcl1-Bid inh = 15.9

Remaining list, next part:
SMILES	ABCB1 inh	Pf gamet viab	RGS8-Gao reg	RGS4-Gao reg	Mcl1 Noxa PPI	Avidin bead fluor	Bim-Mcl-1	GSH bead fluor	RGS7-Gao	Mcl1-Bid inh	ABCG2 inh
CCC(C)(C)NC(=O)C(c1ccc(F)cc1)N(Cc1ccco1)C(=O)c1snc(C(N)=O)c1N (centres undefined)	0.7	.	98.4	103.2	-7.8	10	-3.0	27	102.8	-13.3	9.9
CC1(C)C(=O)C2(CCCC2)C(=O)OC1c1ccco1 (centres undefined)	0.2	8.2	106.5	112.7	-3.1	4	2.0	41	110.2	-9.0	0.1
Cc1ccc(S(=O)(=O)C(C#N)c2nc3ccccc3nc2N2CC(C)OC(C)C2)cc1C (centres undefined)	-0.7	-0.1	94.0	88.2	8.9	16	-4.0	24	99.9	13.3	-3.0
COc1cc(/C=N/NC(=O)c2cc(C)oc2C)cc(OC)c1OC	0.5	.	102.8	103.6	15.8	12	-2.0	23	100.7	-40.7	4.1
CC(=O)c1sc(NC(=O)C2=NN(c3ccccc3)C(=O)CC2)nc1C	0.4	17.6	100.3	99.1	12.5	11	0.0	19	?	-16.0	12.0
COc1cc2c(cc1OC)C(C(=O)Nc1cccc(C)n1)C(c1cccnc1)N(C)C2=O (centres undefined)	0.3	13.3	98.0	98.2	1.1	16	-1.0	20	95.9	-13.2	1.9
Nn1c(SCc2cc([N+](=O)[O-])cc3c2OCOC3)nnc1-c1ccccn1	.	-4.0	99.0	100.3	9.1	6	.	.	?	3.9	.
CCOc1ccc(/C(O)=C2/C(=O)C(=O)N(c3cc(C)on3)C2c2ccc(C(=O)OC)cc2)cc1 (centres undefined)	2.9	2.7	103.8	96.4	14.7	13	-4.0	16	101.8	-22.0	-15.8
Cc1ccccc1Nc1c(-c2ccccn2)nc2c(C)cccn12	1.1	8.2	97.6	96.8	3.4	10	0.0	17	?	-73.3	6.3
CN(c1ccc(OCC(=O)N2CCC(C(N)=O)CC2)cc1)S(=O)(=O)c1cccs1	0.4	6.8	100.0	95.8	5.6	5	-2.0	32	95.9	2.8	2.6
O=C1CSC(=Nc2ccc(O)cc2)N1c1ccc(O)cc1	0.1	-7.4	101.2	104.0	10.4	17	2.0	5	110.4	-50.0	-0.3
CCOC(=O)C1(Cc2cccc(OC)c2)CCCN(C(=O)CCc2cccnc2)C1 (centres undefined)	1.3	.	102.2	99.9	1.6	13	-3.0	14	97.9	-27.7	2.6
Cc1ccc2c(c1)cc(CN(Cc1ccco1)C(=O)N1CCOCC1)c1nnnn12	0.2	-5.6	102.7	97.7	2.5	10	5.0	24	102.1	-42.0	0.5
CSc1cccc(NC(N)=S)c1	.	-1.2	104.3	105.2	1.6	8	.	.	?	-13.1	.
CN(C[C@@H](Cc1cccc2ccccc12)N(C[C@H](Cc1ccccc1)N(CCc1ccccc1)N=O)N=O)N=O	0.8	.	102.1	99.0	3.7	4	0.0	20	102.2	-1.9	0.7
Cn1c(SCC(=O)c2ccccc2F)nnc1C1CC1	-0.2	.	103.5	100.9	44.6	11	-1.0	23	104.5	-5.7	-0.5
COc1cc2cc(CN(Cc3nnnn3Cc3ccco3)C3CCCCC3)c(=O)[nH]c2cc1OC	0.6	.	96.8	95.9	45.1	30	-1.0	20	94.3	6.2	1.8
CC1(C(=O)NNC(=S)NCc2ccco2)CC1(Cl)Cl (centres undefined)	0.2	-5.4	108.4	106.0	-2.4	11	-4.0	15	99.8	-36.0	1.3
O=C(Nc1ccc2nc(-c3cccs3)c(-c3cccs3)nc2c1)NC1CC1	-0.1	6.7	102.8	102.6	2.2	11	20.0	34	100.8	-4.2	5.3
Cc1nn(-c2ccccc2)c(C)c1C(=O)OCC(=O)N1c2ccccc2NC(=O)C1(C)C	2.3	.	102.8	99.3	-5.5	13	-2.0	36	101.5	4.5	34.1
CS(=O)(=O)N(CC(=O)NCCC1=CCCCC1)c1ccc2c(c1)OCO2	0.8	.	100.2	99.5	1.0	17	-2.0	25	99.5	-11.9	2.3
Cc1ccc(NC(=O)CCNS(=O)(=O)c2cccc3nonc23)cc1	0.4	8.1	96.8	88.7	16.3	7	-2.0	32	95.6	3.1	3.1
COc1cc(SC)ccc1C(=O)Nc1cccc(C)n1	0.9	3.9	101.0	96.3	-9.3	11	0.0	22	107.3	-7.5	8.1
Cc1ccc(CN2CCN(C3CSCCSC3)CC2CCO)cc1 (centres undefined)	0.5	12.5	104.2	101.1	10.2	4	0.0	10	104.5	-8.4	-0.3
O=C(CCc1cnccn1)NC1CCCc2c1cnn2-c1ccc(F)cc1F (centres undefined)	0.9	23.0	100.0	100.0	21.3	11	1.0	15	100.1	-3.5	1.8
COCCN(CCOC)C(=S)Nc1cc(S(=O)(=O)N(C)C)ccc1C	0.0	2.3	100.8	100.6	11.2	10	1.0	21	99.2	-29.1	0.8
O=C(/C=C/c1cccnc1)c1cc(F)ccc1O	.	17.2	94.8	90.7	5.8	7	.	.	?	21.1	.

Source: PubChem BioAssay
